# Neddyl block = inhibitors of cullin neddylation, primary screen, biochemical, TR-FRET, uHTS, NAE and Ubc12 | calls only at 25 µM | NEDD8-conjugating enzyme Ubc12 (Homo sapiens) + NEDD8-activating enzyme E1 regulatory … | 360,000 compounds, 0.58% hits | AID 651699, 2012; in the data active = inhibition above about 36%
# Rin1 Abl inh = inhibitors of Rin1-Abl protein binding, primary screen, biochemical, TR-FRET; 360,000 compounds, 0.4% hits; Tyrosine-protein kinase ABL1 (Homo sapiens) + Ras and Rab interactor 1 (Homo sapiens), …; inhibition, % at 7.35 µM; in the data active = inhibition above about 5%, passing the limit was not always enough
# SKN-1 block = suppressors of acrylamide-induced Pgst-4::GFP reporter in worms, primary screen, SKN-1 inhibitor project, whole organism, uHTS, GFP/RFP fluorescence ratio, strain VP596; C. elegans VP596 Pgst-4::GFP/RFP ratio, 24 h; inhibition, % at 21.8 µM; 360,000 compounds, 0.49% hits;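 active = interference check ratio from 0.5 to 1.5 plus GFP to RFP signal ratio inhibition reaching or exceeding a fixed threshold, cut at about 30% in these data, passing the limit was not always enough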; also: some compounds called inactive have numbers as strong as hits
# CSN deneddyl inh = inhibitors of CSN-mediated cullin deneddylation, primary screen, biochemical, fluorescence polarization, uHTS; Purified CSN, SCF-Nedd8-OG deneddylation; inhibition, % at 12.5 µM; 360,000 compounds, 0.38% hits;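 active = pattern-corrected inhibition above about 35%, with an unprinted fluorescence ratio check between 0.5 and 1.5, limit read from the data, passing the limit was not always enough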;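 also: 0% = enzyme with substrate and 100% = substrate without enzyme; some results filed as inactive read as strong as hits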
#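 Assay system: HEK293T-derived human Csn5 enzyme; quantity: 0.24 nM enzyme; medium: Tris/NaCl/DTT buffer, pH 7.5; also added: substrate SCFSkp2-Nedd8OG, 10 nM; doses: 12.5 µM compound; schedule: 90 min reaction at room temperature; signal: FP; read-out: % inhibition of substrate cleavage by Csn5; benchmarks: substrate-only high control, full reaction low control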
# Starred values were filed as active, the others as inactive; i = inactive; nt = not tested or not shown. A portion of the library; the hit share may differ from the screen's.
no. | SMILES | Neddyl block | Rin1 Abl inh
1 | Cc1cc(C)c2nc(SCC(=O)N(C)C3CCS(=O)(=O)C3)cc(C)c2c1 (stereo unspecified) | nt | 2
2 | COc1cc(/C=N/NC(=O)c2ccoc2C)cc(OC)c1O | nt | -1
3 | Nc1nc(SCC(=O)NCCC(c2ccccc2)c2ccccc2)n[nH]1 | nt | 0
4 | O=C(O)c1cccc(NC(=O)c2cn(-c3ccccc3)nc2-c2ccncc2)c1 | nt | 2
5 | CCCC(C(=O)NCC1CCCO1)N(Cc1ccco1)C(=O)CNS(=O)(=O)c1ccccc1 (stereo unspecified) | nt | -3
6 | Clc1ccccc1OCCN1CCCCC1 | nt | 1
7 | O=C(Nc1ccc(F)cc1)C(c1ccncc1)N1CCN(CC(=O)N2CCCC2)CC1 (stereo unspecified) | i | nt

no. | SKN-1 block | CSN deneddyl inh
1 | nt | nt
2 | nt | nt
3 | nt | nt
4 | nt | nt
5 | nt | nt
6 | nt | nt
7 | -10 | 2

# A different layout for some results above.
[1] Cc1cc(C)c2nc(SCC(=O)N(C)C3CCS(=O)(=O)C3)cc(C)c2c1 (stereo unspecified)
[4] O=C(O)c1cccc(NC(=O)c2cn(-c3ccccc3)nc2-c2ccncc2)c1
[6] Clc1ccccc1OCCN1CCCCC1
screen / no.	1	4	6
Neddyl block	nt	nt	nt
Rin1 Abl inh	2	2	1
SKN-1 block	nt	nt	nt
CSN deneddyl inh	nt	nt	nt

# Gathered by group, the entries above with an aryl thioether with sulfur outside any ring
no. | SMILES | Neddyl block | Rin1 Abl inh
1 | Cc1cc(C)c2nc(SCC(=O)N(C)C3CCS(=O)(=O)C3)cc(C)c2c1 (stereo unspecified) | nt | 2
3 | Nc1nc(SCC(=O)NCCC(c2ccccc2)c2ccccc2)n[nH]1 | nt | 0

no. | SKN-1 block | CSN deneddyl inh
1 | nt | nt
3 | nt | nt
